# Screening results (PubChem BioAssay)
# APOBEC3A inh: blocks human APOBEC3A ssDNA deamination; P31941; recombinant A3A, FAM/TAMRA ssDNA deamination fluorescence; inhibition, % at 20 µM; actives 0.41% (n = 330,000); AID 493011;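 active = at least 40% inhibition at 20 µM here, with at most 30% in a related deaminase screen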;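 note: plate controls were A3A with DMSO for no effect and wells lacking A3A enzyme for full effect; some results filed as inactive read as strong as hits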
# Target sequence (P31941 whole entry, looked up): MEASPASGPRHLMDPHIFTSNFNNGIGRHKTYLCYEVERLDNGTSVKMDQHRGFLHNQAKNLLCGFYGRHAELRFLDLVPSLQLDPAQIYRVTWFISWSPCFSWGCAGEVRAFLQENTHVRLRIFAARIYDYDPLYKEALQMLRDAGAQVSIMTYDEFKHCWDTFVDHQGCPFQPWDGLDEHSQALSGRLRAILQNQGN
# mIAP act: increases mouse intestinal alkaline phosphatase activity. muIAP, CDP-Star luminescence, 30 min; stronger effect = higher value; 1 = vehicle-only enzyme signal, 0 = enzyme-free wells. activation factor at 10 µM. actives 0.24% (n = 330,000);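 active = activation factor of at least 2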; note: the source names both 10 and 20 µM as test concentration; values of inactives mirror those of a sister screen read the other way
#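 Assay system: mouse IAP enzyme; Reagent: CDP-Star chemiluminescent phosphatase substrate; Compound: DMSO-dissolved test compounds; Incubation: 30 min, room temperature; Technique: luminescence from enzymatic CDP-Star hydrolysis; Controls: DMSO-only wells and no-enzyme negative control.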
# APOBEC3G inh: APOBEC3G (human) deaminase inhibition; inhibition, % at 20 µM; AID 493012; Q9HC16; actives 0.28% (n = 330,000); recombinant A3G, ssDNA deamination FAM/TAMRA fluorescence;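 active = inhibition of at least 40% at 20 µM, with no more than 30% in the related APOBEC3A deaminase screen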;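 note: plate controls were DMSO wells with A3G for no effect and wells lacking A3G enzyme for full effect; some compounds called inactive have numbers as strong as hits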
# Target sequence (Q9HC16 whole entry, looked up): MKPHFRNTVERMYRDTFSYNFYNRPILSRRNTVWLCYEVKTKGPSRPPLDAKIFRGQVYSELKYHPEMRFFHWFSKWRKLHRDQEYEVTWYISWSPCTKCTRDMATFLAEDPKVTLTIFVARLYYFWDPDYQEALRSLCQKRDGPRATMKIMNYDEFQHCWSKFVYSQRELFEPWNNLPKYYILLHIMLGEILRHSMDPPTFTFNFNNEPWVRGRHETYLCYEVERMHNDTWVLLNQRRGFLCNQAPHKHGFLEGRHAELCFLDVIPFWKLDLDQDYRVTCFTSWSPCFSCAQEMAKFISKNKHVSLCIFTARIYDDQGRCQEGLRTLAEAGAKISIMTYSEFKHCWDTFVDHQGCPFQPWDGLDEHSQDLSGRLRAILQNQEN
# NLRP3 yeast inh: inhibitors of NALP3 inflammasome in yeast. actives 0.39% (n = 330,000). inhibition, % at 10 µM. Yeast reconstituted NLRP3/ASC/caspase-1, beta-gal luminescence, 24 h;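 active = inhibition of 50% or more; inactive = inhibition below 50%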;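 note: plate controls were induced DMSO wells for no effect and uninduced yeast grown without galactose for full effect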
# beta cell repl: MIN6 beta-cell proliferation induction | MIN6 cells proliferation, ATPlite luminescence, 48 h; cells starved in 0.2% serum; 100% = growth in 10% serum | proliferation, % at 10 µM | actives 0.29% (n = 330,000);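 active = compounds whose signal lies at least 3.5 SD above the mean of all wells on their plate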;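 note: 0% = DMSO-treated cells in low-serum medium and 100% = 10% serum control; some compounds called inactive have numbers as strong as hits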
# TIM10 inh: inhibits growth of TIM10 yeast strain. inhibition, % at 10 µM. actives 1.4% (n = 330,000). S. cerevisiae TIM10 strain growth, BacTiter-Glo luminescence, 24 h;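 active = inhibition of 40% or more at the single tested concentration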;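 note: wild-type TIM10 isogenic control strain grown at permissive 25 °C; 0% = DMSO yeast wells and 100% = minimal medium wells without yeast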
# mIAP inh: mouse IAP inhibition; purified mouse IAP, CDP-Star luminescence, 30 min; inhibition, % at 10 µM; actives 0.2% (n = 330,000);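 active = inhibition of at least 40% at 10 µM in the primary screen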;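 note: plate controls were DMSO with enzyme for no effect and no enzyme wells for full effect; values of inactives mirror those of a sister screen read the other way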
# tim10-1 inh: inhibits growth of tim10-1 mutant yeast. S. cerevisiae tim10-1 ts strain growth, BacTiter-Glo, 24 h. inhibition, % at 20 µM. actives 2.2% (n = 330,000). AID 463190;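 active = inhibition of at least 40%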;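 note: mutant grown at 25 °C; 0% = DMSO wells with yeast and 100% = wells holding no yeast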
# hIAP block: blocks human intestinal alkaline phosphatase | P09923 | purified IAP, CDP-Star luminescence, 30 min | inhibition, % at 10 µM | actives 0.12% (n = 330,000) | AID 2544;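 active = inhibition reaching a set limit with compound at 10 µM in the primary screen, cut at about 35% in these data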;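 note: plate controls were DMSO wells with enzyme for no effect and no-enzyme buffer wells for full effect; values of inactives mirror those of a sister screen read the other way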
# Target sequence (P09923 whole entry, looked up): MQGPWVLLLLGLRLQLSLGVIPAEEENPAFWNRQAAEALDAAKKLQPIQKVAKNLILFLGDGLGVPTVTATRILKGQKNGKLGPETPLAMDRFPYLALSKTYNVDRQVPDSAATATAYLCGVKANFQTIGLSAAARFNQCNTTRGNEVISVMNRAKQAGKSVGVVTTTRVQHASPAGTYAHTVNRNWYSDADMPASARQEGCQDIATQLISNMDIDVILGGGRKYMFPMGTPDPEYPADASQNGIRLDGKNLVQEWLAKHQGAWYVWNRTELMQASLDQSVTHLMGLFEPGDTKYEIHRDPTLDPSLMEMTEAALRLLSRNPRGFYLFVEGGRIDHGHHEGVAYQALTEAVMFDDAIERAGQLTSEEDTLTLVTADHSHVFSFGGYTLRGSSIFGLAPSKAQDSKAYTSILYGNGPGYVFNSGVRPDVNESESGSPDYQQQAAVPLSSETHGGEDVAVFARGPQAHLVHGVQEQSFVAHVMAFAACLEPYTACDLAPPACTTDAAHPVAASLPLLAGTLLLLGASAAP
# * marks the source's active call; other numbers are inactive results. This is a random part of the collection. About 4.6% of those tested had a hit in this group.
SMILES,APOBEC3A inh,mIAP act,APOBEC3G inh,NLRP3 yeast inh,beta cell repl,TIM10 inh,mIAP inh,tim10-1 inh,hIAP block
CC(C)OC(=O)CSc1nnc(-c2ccc(C(C)(C)C)cc2)n1N,3,1,42*,-19,3,5,-4,29,-2
COc1ccc(OC)c(S(=O)(=O)N2CCC(C(=O)NCc3ccncc3)CC2)c1,-1,0.91,-8,17,-1,-2,9,-6,2
Cc1c(Br)cc(C(=O)NCc2ccco2)c(C)c1C,3,0.89,5,14,0,5,11,26,-2
CCN(CC)CCC(=O)c1ccc(F)cc1,0,0.94,-3,18,-7,3,6,20,-5
O=C(NCc1ccccc1Cl)c1cccc2c1C(=O)c1ccc(-c3ccc(OC(F)(F)F)cc3)cc1S2(=O)=O,-3,0.95,-9,2,-6,-10,5,-3,-1
Cn1c(CCN2CCN(c3ccc(F)cc3)CC2)nc2cc(NC(=O)c3ccco3)ccc21,1,0.92,-1,19,2,26,8,7,21
Cc1ccc(N2C(=O)c3ccccc3C2Nc2ccc(S(=O)(=O)N3CCCCC3)cc2)nc1 (stereo not given),4,0.89,6,19,6,4,11,39,-6
CCC(=O)OCc1c(C(F)(F)F)nn(C)c1Sc1ccc(F)cc1,-1,1,-3,-4,-2,-14,-4,15,-14
CC(=O)Nc1ccc(S(=O)(=O)N2CCN(C(=O)N3CCCCC3)CC2)cc1,-6,0.94,-8,4,2,-16,6,-25,2
c1ccc(N2CCN(c3ncnc4scc(-c5cccs5)c34)CC2)cc1,-1,0.97,-6,8,-6,9,3,24,-17
CCOc1ccc(-c2cc(C(=O)NCCCN3CCCC3)c3ccccc3n2)cc1,-5,0.96,-8,17,-7,-7,4,11,22
Cc1oc(-c2ccc(C(F)(F)F)cc2)nc1CN(Cc1ccccn1)C[C@@H]1CCC(=O)N1,-3,0.95,-8,5,5,16,4,23,4

# Reprinted from the part before: two compounds; new compounds follow.
SMILES,APOBEC3A inh,mIAP act,APOBEC3G inh,NLRP3 yeast inh,beta cell repl,TIM10 inh,mIAP inh,tim10-1 inh,hIAP block
CCOc1ccc(-c2cc(C(=O)NCCCN3CCCC3)c3ccccc3n2)cc1,-5,0.96,-8,17,-7,-7,4,11,22
Cc1oc(-c2ccc(C(F)(F)F)cc2)nc1CN(Cc1ccccn1)C[C@@H]1CCC(=O)N1,-3,0.95,-8,5,5,16,4,23,4
CSc1ncccc1C(=O)Nc1ccc(F)c(F)c1F,1,0.93,-5,6,-2,-5,7,-18,-14
Cc1nc2c(cc1C(=O)N/N=C/c1ccc(O)c(O)c1)c(=O)n(C)c(=O)n2C,-6,0.86,-7,0,-3,9,14,0,-6
CCOC(=O)c1ccc(N2CCN(c3cc(C)ccc3C)CC2)c(N)c1,1,1.1,1,20,-5,-4,-5,6,6
COc1ccc(NC(=O)CCc2ccc(OC)c(OC)c2)cn1,-1,0.93,-5,-1,0,-5,7,-7,12
COc1ccc(NC(=O)C/C(C)=N/NC(=O)c2cnccn2)cc1,1,0.99,-3,6,4,-4,1,9,-10
O=C(c1cc(-c2ccc(F)cc2)on1)N1CCOCC1,-3,1.1,-4,-7,-3,-19,-7,-27,-5
CCc1ccc(OCC(O)CN2CCC(CN3C(=O)c4cccc5cccc(c45)C3=O)CC2)cc1 (stereo not given),6,0.83,1,17,-3,19,17,25,19
C=CCNC(=S)/C(=C(/[O-])c1ccc([N+](=O)[O-])cc1)[n+]1ccccc1,-3,0.88,-7,11,-3,-11,12,27,0
O=S(=O)(c1ccc(SCc2ccccc2)nc1)N1CCCCC1,-2,0.9,-6,15,0,9,10,16,8
O=C(NCCCN1CCOCC1)c1cc2c(s1)CCCC2,-1,1,-3,19,-3,-15,-4,4,-11
O=C(Nc1ccc(-c2noc(-c3ccccc3F)n2)cc1)c1cccs1,-4,1,-6,18,-3,15,-3,7,-3
N/C(=N\OC(=O)CCCN1C(=O)c2ccccc2C1=O)c1ccccn1,2,1,2,0,-4,-1,-3,-2,2
Cc1cccc(NC(=S)/N=C(\N)Nc2nc(C)c3cc(C)ccc3n2)c1,5,1.1,-4,16,-5,25,-8,39,-22
Cc1ccc(C(=O)Oc2ccc(C(=S)N3CCOCC3)cc2)cc1,-5,1,-6,20,-1,-4,-1,14,-3
Cc1ccc(-c2cc(C(=O)NNC(=O)c3csc(N4CCOCC4)n3)c3ccccc3n2)cc1,-1,0.96,-5,17,-4,12,4,9,-59
COC(=O)/C(=C\Nc1cccc(Cl)c1C)c1ncc(C(F)(F)F)cc1Cl,2,1.1,-4,-10,1,-6,-5,-6,-16
Cc1nc(SCC(=O)NCc2cccs2)nc(C)c1C,0,0.92,-6,5,-1,6,8,10,0
Cc1ccc(NC(=O)C(C)OC(=O)/C=C/c2ccccc2)cc1 (stereo not given),1,1,-2,1,-4,5,0,-2,-4
O=C(COc1ccc(F)cc1)Nc1nc2c(s1)CCCC2,-4,0.98,-4,27,-3,14,2,7,5
COc1ccc(-c2c(C#N)c(SCc3c(C)noc3C)nc3c2C(=O)CC(C)(C)C3)cc1,-3,1,-4,6,-5,-14,0,19,8
COc1ccccc1NS(=O)(=O)c1cccc(NC(=O)c2cc3ccccc3oc2=O)c1,-3,1,-5,-3,1,-22,-4,-32,8
COc1ccc(C(=O)CC(=O)c2ccc(F)cc2)cc1,2,1,-6,21,1,-9,-3,-13,19
CC1CCN(S(=O)(=O)c2cc3c4c(c2)C(C)C(=O)N4CCC3)CC1 (stereo not given),-5,0.86,-5,9,1,16,14,-6,-12
CC1CCN(S(=O)(=O)c2cnc(Cl)c(Br)c2)CC1,18,0.99,-3,45,-5,-11,1,-7,7
CCN(CC)S(=O)(=O)c1ccc(C)c(NC(=O)COC(=O)[C@@H]2CCCN2C(=O)c2cccs2)c1,4,0.96,3,21,-4,-2,4,6,3
CCOC(=O)N1CCN(C(=O)CCc2cc(OC)c(OC)c(OC)c2)CC1,-2,1.1,-3,10,3,7,-7,-4,-6
Cn1c2ccccc2c2cnn(CC(=O)Nc3cccc(F)c3)c(=O)c21,4,1,-1,-8,-5,-55,-1,-9,0
Cc1cc(C)cc(Nc2ccc(C(=O)O)cc2N)c1,1,0.96,-2,17,-3,-2,4,0,-3
Fc1ccccc1CSc1nnnn1-c1ccc2c(c1)OCO2,-2,1.1,-5,20,0,34,-8,36,-10
CCCCN(C(=O)CCCc1nc2ccccc2s1)c1c(N)n(CCCC)c(=O)[nH]c1=O,5,1,0,8,-2,-5,-3,-5,-23
O=C(NC1=NCCS1)c1cc(-c2ccc(-c3ccccc3)cc2)nc2ccccc12,-2,0.94,-8,13,-5,27,6,26,14
O=C(Nc1nc2ccccc2s1)C1=NN(c2ccccc2)C(=O)CC1,7,1,3,24,-1,25,-1,32,8
CCc1ccc(/C=C2\SC(=S)N(CCC(=O)NC3=NCCS3)C2=O)cc1,-1,0.85,-3,15,-1,7,14,11,-12
COc1ccc(-c2nnc(SCC(=O)N3CCOCC3)o2)cc1OC,-2,1,-3,24,8.5*,-1,0,9,8
COc1ccc(NC(=O)COC(=O)c2ccc(NS(=O)(=O)/C=C/c3ccccc3)cc2)cc1,-1,0.92,-5,14,-1,0,8,0,8
Cc1cc(C)n2nc(C(=O)N3CCCC(Nc4ccc(F)c(F)c4)C3)cc2n1 (stereo not given),-3,0.94,-9,3,-2,-15,6,5,-4
Cc1cccc(NC(=O)c2cc(NC(=O)c3ccco3)ccc2N2CCCCC2)c1,1,0.98,2,-1,-2,8,2,15,-8
COc1ccc(C(CC(=O)c2ccccc2)C2CCCCC2=O)cc1 (stereo not given),1,0.99,-1,15,1,28,1,21,-14
CCOc1cccc(C(=O)N/N=C/c2coc3ccccc3c2=O)c1,2,0.94,-2,6,2,33,6,9,-11
C/C(N)=C(/C#N)C(=O)COC(=O)c1ccc(C)c(S(=O)(=O)N2CCCCC2)c1,2,1,4,10,2,17,-2,11,15
Cc1cccc(NC(=O)Nc2ccccc2[N+](=O)[O-])n1,-3,1,-5,18,0,-6,-3,-9,-4
O=C(NC1CCCCC1)c1cc2c(cc1Cl)N1CCCCCC1=NS2(=O)=O,3,0.94,-9,-6,8,0,6,-8,21
CC1(C)CC(NC(=O)C(=O)NCCc2ccc(Cl)cc2)CC(C)(C)N1,3,1.1,-14,6,-2,-22,-12,-6,-5
CC(C)CC(=O)Nc1nnc(SCC(=O)NC2CCCCC2)s1,-1,0.99,0,5,4,-5,1,-8,-24
C=CCSc1nc(C)cc2c1C(=O)OC2,-3,1.2,-12,-37,0,-26,-16,-7,-13
O=C(c1cccnc1)N1CCN(S(=O)(=O)c2cccc(Cl)c2)CC1,-1,0.93,-3,12,5,5,7,1,30
O=C(NCCc1ccccn1)c1ccc(NS(=O)(=O)c2ccc(F)cc2)cc1,0,1.1,1,16,-3,1,-11,-10,4
CCOC(=O)c1cc2sccc2n1CC(=O)Nc1ccc2c(c1)OCCO2,-2,1.2,-4,11,-2,-27,-24,-26,14
CC(=O)NCc1nnc2c3ccccc3c(-c3ccccc3)nn12,1,1.1,2,-6,-2,-6,-6,6,-10
C=CCCC(=O)NC1CC(C)(C)Cc2c1cnn2-c1cccc(F)c1 (stereo not given),1,1,1,18,-5,7,-4,24,-29
Cc1c(Cl)cccc1NC(=O)NC1CCCCC1,-3,1.1,-1,1,-2,22,-14,14,9
OCCCn1c(C2CCCN2c2nc(-c3ccc(Cl)cc3)cs2)nc2cc(Cl)c(Cl)cc21 (stereo not given),0,0.93,3,16,-8,3,7,18,-19
CC(C)c1ccc(NC2CCCN(C(=O)c3cccs3)C2)cc1 (stereo not given),0,1,2,16,-2,17,-4,26,0
CCCC#CCN1CCN(C23CC4CC(CC(C4)C2)C3)CC1,-3,0.92,-9,10,-3,14,8,-13,-1
CC(=O)Nc1ccc(OCC(O)CN2CCN(c3ccc(Cl)cc3)CC2)cc1 (stereo not given),-3,1,-1,0,-2,4,-1,1,-12
Nc1ccc(S(=O)(=O)Nc2ccc(Cl)nn2)cc1,4,1,-3,-21,4,-5,-1,-10,-3
CC1CCCCN1Cc1nc2c(c(=O)n(C)c(=O)n2C)n1CCc1ccccc1 (stereo not given),-3,1.1,-6,-12,2,8,-9,-5,9
Cc1nc(Nc2nc3c(c(=O)[nH]2)CCC3)nc2ccccc12,144,0.88,148,77*,-6,83*,12,60*,-177
Cc1ccc(-n2c(SCC(N)=O)nc(O)cc2=O)cc1,-5,1.1,-7,3,-2,6,-6,5,9
CCOC(=O)Cc1nnc(NC(=O)CSc2nc3ccccc3[nH]2)s1,0,0.72,-5,11,-2,-19,28,6,-23

# The list goes on:
SMILES,APOBEC3A inh,mIAP act,APOBEC3G inh,NLRP3 yeast inh,beta cell repl,TIM10 inh,mIAP inh,tim10-1 inh,hIAP block
COc1ccccc1CNC(=O)CCN1C(=O)COc2ccc(C)cc21,-2,0.96,-6,-12,3,7,4,22,0
COc1cccc(NC(=O)C(=O)NCCC2CCCCN2S(=O)(=O)c2cccs2)c1 (stereo not given),1,0.97,-6,12,-6,7,3,16,-2
Cc1ccc(C(=O)NCc2ccco2)c(C)c1,-3,1,-1,19,-3,-10,-2,-3,-21
Cc1ccc(-c2noc(CCC(=O)NC3CCCc4ccccc43)n2)cc1 (stereo not given),-5,1.1,-8,12,-1,0,-10,16,-7
Cc1ccc(Nc2nc(N)nc(CSc3nnc(C)s3)n2)cc1,0,1,-5,5,-1,10,0,12,-6
O=C(O)c1ccc2c(=O)n(-c3ccccc3F)c(=S)[nH]c2c1,0,0.92,-13,-3,2,-5,8,11,11
O=S(=O)(NCc1ccncc1)c1ccc(Br)s1,-3,1,3,14,-4,-8,-2,23,-1
CC(C)Oc1nnnn1-c1ccccc1,0,1,-5,-9,0,0,-1,3,-10
